From PubChem BioAssay
Tb MetRS inh = T. brucei MetRS inhibitors, primary screen, biochemical, luminescence; methionyl-tRNA synthetase (Trypanosoma brucei brucei); purified T. brucei MetRS, ATP depletion, Kinase-Glo luminescence; inhibition, % at 11.9 µM; hit rate 0.4% among 360,000; AID 624268, 2012;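 active means inhibition above a per-plate cutoff of the control wells' mean inhibition plus 3 SD, cut at about 5.5% in these data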;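 further: 0% = DMSO wells median and 100% = median of wells with control inhibitor compound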
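technique = Kinase-Glo luminescence, ATP depletion format | system = purified MetRS (methionyl-tRNA synthetase) enzyme from Trypanosoma brucei | timing = 15 min preincubation, 2 h reaction, all 25 °C | evaluation = percent inhibition versus plate control medians | dosing = single dose, 11.9 µM final nominal, 0.9% final DMSO | also added = substrates ATP, L-methionine and bulk Escherichia coli tRNA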
PABP1 MLLE inh = inhibitors of PABP1 MLLE–PAM2 peptide binding, primary screen, biochemical, fluorescence polarization, FITC-PAM2, GST-MLLE. Polyadenylate-binding protein 1 (Homo sapiens), P11940. inhibition, % at 20 µM. hit rate 0.36% among 360,000. AID 588489, 2011; in the data active means inhibition above about 35%, passing the limit was not always enough;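 further: plate controls were DMSO wells with GST-MLLE for no effect and wells lacking GST-MLLE protein for full effect; some results filed as inactive read as strong as hits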
Target sequence (P11940 whole entry, looked up): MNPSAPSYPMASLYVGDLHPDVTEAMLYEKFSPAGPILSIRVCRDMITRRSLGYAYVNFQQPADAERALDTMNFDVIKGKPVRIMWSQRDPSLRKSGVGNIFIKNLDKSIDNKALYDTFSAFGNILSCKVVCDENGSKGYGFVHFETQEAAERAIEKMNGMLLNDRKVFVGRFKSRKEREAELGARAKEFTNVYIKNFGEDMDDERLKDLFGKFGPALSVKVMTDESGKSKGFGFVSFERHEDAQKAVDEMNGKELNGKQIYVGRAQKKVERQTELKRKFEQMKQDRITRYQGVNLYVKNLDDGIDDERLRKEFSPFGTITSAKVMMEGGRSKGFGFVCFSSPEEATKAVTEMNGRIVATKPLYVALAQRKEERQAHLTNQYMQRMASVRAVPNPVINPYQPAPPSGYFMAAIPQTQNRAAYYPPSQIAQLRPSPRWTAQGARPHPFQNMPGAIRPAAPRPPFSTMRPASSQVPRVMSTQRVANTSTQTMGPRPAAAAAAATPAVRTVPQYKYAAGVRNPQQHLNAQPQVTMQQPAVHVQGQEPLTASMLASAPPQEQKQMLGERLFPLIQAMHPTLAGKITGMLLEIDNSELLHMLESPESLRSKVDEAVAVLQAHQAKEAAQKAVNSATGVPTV
SKN-1 block = suppressors of acrylamide-induced Pgst-4::GFP reporter in worms, primary screen, SKN-1 inhibitor project, whole organism, uHTS, GFP/RFP fluorescence ratio, strain VP596; C. elegans VP596 Pgst-4::GFP/RFP ratio, 24 h; inhibition, % at 21.8 µM; hit rate 0.49% among 360,000; AID 624304, 2012;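 active means interference check ratio from 0.5 to 1.5 plus GFP to RFP signal ratio inhibition reaching or exceeding a fixed threshold, cut at about 30% in these data, passing the limit was not always enough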; further: some compounds called inactive have numbers as strong as hits
MT1-MMP act inh = blockers of MT1-MMP proenzyme processing, primary screen, HT1080 RFP-PRO-GFP cells, GFP/RFP fluorescence. Matrix metalloproteinase-14 (Homo sapiens), P50281. GFP/RFP ratio fluorescence, overnight; percent of plate control window, DMSO zero. GFP/RFP ratio change, % at 20 µM. hit rate 0.061% among 360,000;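 active means GFP/RFP ratio change of at least 30% with cell ATP level not reduced by more than half and red fluorescence within 50% of control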; further: strong numbers were not always called active
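Material: RFP-PRO-GFP reporter HT1080 cells. Dosing: single-point 20 µM compound, 1% DMSO. Controls: DMSO and RFP-L50D-GFP cell wells. Timing: cells overnight before dosing, compound overnight, 37 °C, 5% CO2. Measure: GFP/RFP fluorescence ratio.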
eLon inh = inhibitors of E. coli Lon protease, primary screen, biochemical, fluorescence polarization. P0A9M0. purified E. coli Lon protease. inhibition, % at 7.94 µM. hit rate 0.42% among 360,000; in the data active means inhibition above about 13%, passing the limit was not always enough;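 further: 0% = enzyme with probe and DMSO and 100% = no enzyme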
bovine MsrA act = bovine MsrA enzyme activators, primary screen, biochemical, absorbance, HTS; Methionine sulfoxide reductase A (Bos taurus); purified bovine MsrA, absorbance read-out; activation, % at 10.6 µM; hit rate 0.3% among 360,000; in the data active means activation above about 7.5%;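 further: 0% = vehicle and 100% = reference activator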
CendR NRP1 mod = modulators of CendR peptide binding to NRP-1, primary screen, biochemical, fluorescence polarization, uHTS; AID 602438, 2012; FAM-RPARPAR peptide binding to NRP-1; Neuropilin-1 (Homo sapiens), O14786; inhibition, % at 25 µM; hit rate 0.85% among 360,000;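 active means inhibition or corrected inhibition above about 18%, plus a signal ratio from 0.5 to 1.5, limit read from the data, passing the limit was not always enough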; further: strong numbers were not always called active
MsrA inhibitor = bovine MsrA enzyme inhibitors, primary screen, biochemical, absorbance, HTS | Methionine sulfoxide reductase A (Bos taurus) | purified bovine MsrA, absorbance read-out | inhibition, % at 15.5 µM | hit rate 0.75% among 360,000 | AID 651718, 2012; in the data active means inhibition above about 4.5%;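 further: 0% = vehicle wells with enzyme and 100% = reference inhibitor wells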
FAS-TE inh = FAS thioesterase domain inhibitors, primary screen, biochemical, fluorescence intensity, uHTS; Fatty acid synthase (Homo sapiens), P49327; recombinant FAS-TE, OMFH fluorogenic substrate, fluorescence endpoint; inhibition, % at 15 µM; hit rate 0.67% among 360,000;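 active means compounds whose normalised, plate-corrected inhibition of enzyme fluorescence in the single-dose primary screen is 50% or more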;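 further: 0% = DMSO with enzyme and 100% = substrate without enzyme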
* marks the source's active call; other numbers are inactive results; x = not tested or not shown.

Each structure is followed by: Tb MetRS inh, PABP1 MLLE inh, SKN-1 block, MT1-MMP act inh, eLon inh, bovine MsrA act, CendR NRP1 mod, MsrA inhibitor, FAS-TE inh
O=C(O)c1cccc(N2C(=O)c3ccc(C(=O)c4cccc([N+](=O)[O-])c4)cc3C2=O)c1
  -0.6, -2, 13, -1, -3, -2, 1, -0.5, -4
CCOC(=O)c1c(C)[nH]c(C(=O)C(C)OC(=O)c2cccc(OCc3c(C)noc3C)c2)c1C (stereo not drawn)
  0.4, -6, -23, -11, -6, -8, 7, 1.6, 17
Cc1cc(N2CC(C)OC(C)C2)nc2ccccc12 (stereo not drawn)
  0.0, 3, 4, -1, -13, -4, 7, 1.4, -5
COc1ccc(/C(C)=N/NC(=O)Cc2ccc(Cl)cc2)cc1
  -0.9, 7, -10, 7, -4, -7, -75, -1.1, -5
CC(C)(C)c1ccccc1OCC(=O)Nc1ccccc1C(=O)NCc1cccnc1
  -0.3, -15, 6, 0, 7, -4, 3, -0.5, 16
O=C(CSc1nc2c(c(=O)n1-c1ccc(Br)cc1)SCC2)NCc1ccco1
  -0.1, -18, 6, 16, -10, -4, -16, 1.9, -2
Cc1ccc(OCc2cc(C(=O)N(C)Cc3cc(C4CC4)n[nH]3)no2)cc1C
  0.0, -4, 14, 0, -4, -1, 4, -0.3, 1
N#Cc1ccccc1S(=O)(=O)N1CCC(C(=O)Nc2cccc(C(=O)NC3CC3)c2)CC1
  -0.6, -12, 0, 1, 13, -11, 2, -1.1, -5
c1ccc(Cn2ccnc2C2OCCO2)cc1
  -0.3, -7, -4, 4, -4, -2, -3, -0.7, -9
Cc1nnc2n(-c3ccccc3)c(=O)c3c4c(sc3n12)COC(C)(C)C4
  -0.9, -1, 6, 4, -11, -3, 4, 1.1, -6
Cc1ccc(C)c(NC(=O)N2CCCCCC2)c1
  -0.5, 10, 3, -3, -2, -4, 5, -0.5, -6
O=S(=O)(c1ccc(Cl)cc1)N1CCN(Cc2c[nH]c3ccccc23)CC1
  3.2, 7, -6, -4, 4, -2, 1, -0.1, 12
CN(CC(=O)Nc1ccc(F)cc1)CC(=O)N(C)C1(C#N)CCCCC1
  -0.3, -2, -21, -2, -6, -7, -2, -0.1, -1
Cc1ccc(CNC(=O)CCc2c(C)nn(-c3ccc(N4CCOCC4)nn3)c2C)cc1
  0.0, 9, 4, -1, -3, 0, 0, 1.0, -10
Brc1ccccc1-c1nc2c3ccccc3ncn2n1
  -0.4, 16, 16, -4, 2, -1, 15, -0.6, 2

Some entries already given with just MT1-MMP act inh and FAS-TE inh:
smiles	MT1-MMP act inh	FAS-TE inh
CCOC(=O)c1c(C)[nH]c(C(=O)C(C)OC(=O)c2cccc(OCc3c(C)noc3C)c2)c1C (stereo not drawn)	-11	17
Cc1cc(N2CC(C)OC(C)C2)nc2ccccc12 (stereo not drawn)	-1	-5
COc1ccc(/C(C)=N/NC(=O)Cc2ccc(Cl)cc2)cc1	7	-5
CC(C)(C)c1ccccc1OCC(=O)Nc1ccccc1C(=O)NCc1cccnc1	0	16

(cont.)
Each structure is followed by: Tb MetRS inh, PABP1 MLLE inh, SKN-1 block, MT1-MMP act inh, eLon inh, bovine MsrA act, CendR NRP1 mod, MsrA inhibitor, FAS-TE inh
COc1ccc(N(C)S(=O)(=O)c2cccc(C(=O)Nc3nc4ccccc4[nH]3)c2)cc1
  0.2, -9, -5, 8, 6, 1, -3, 0.8, 8
CCC1=Nc2cc(C(=O)NCCN3CCCC3)ccc2Sc2ccc(C)cc21
  -0.5, -5, 11, -1, -3, -1, -12, 0.0, -6
COCCn1c(C)cc(C(=O)COC(=O)c2c(C)nn(Cc3ccccc3)c2C)c1C
  -0.1, 0, 1, -7, 3, -2, 6, 0.8, 8
CC1=N/C(=C\c2ccc([N+](=O)[O-])cc2)C(=O)N1c1ccc(Br)c(C)c1
  -1.6, 0, -12, 2, -10, -14, -7, 1.2, 0
CCCCN1C(=O)C(=O)c2cc(Cl)ccc21
  0.3, 4, 7, 4, -1, 3, 6, -0.9, 1
O=c1[nH]c2c(c3c1CCCC3)CCCC2
  0.4, 2, 6, -3, -9, -1, 12, 2.6, -3
S=C(Nc1ccc(Nc2ccccc2)cc1)Nc1ccccn1
  0.1, 38*, 0, -6, 1, -3, -4, 2.1, 22
COc1cc(C(=O)NCC(c2cccs2)N(C)C)cc(Cl)c1OC(C)C (stereo not drawn)
  -0.8, 11, 3, 4, -6, -6, 0, -0.2, -1
COc1ccc(CC(=O)N2CCc3cc(OC)c(OC)cc3C2)cc1
  -0.7, 2, 18, -4, -6, -1, 10, 0.5, -1
CCCCN(C)C(=O)c1nc2ccccn2c1CN(C)Cc1csc(C)n1
  -0.2, 16, 6, -2, -2, 0, 3, -1.2, -11
O=C(NCCc1c[nH]c2ccccc12)c1cnccn1
  -0.3, 8, 12, 5, 3, -3, -3, -0.1, -2
COC(=O)CSC1=C(C#N)C(c2ccc(F)cc2)CC(=O)N1 (stereo not drawn)
  -0.4, 2, -2, 3, 0, -2, -6, 0.1, -10
Cc1ccc(-c2nn(-c3ccccn3)c(=O)c3ccccc23)cc1
  -1.1, 9, 7, 5, 1, -9, 12, -1.7, -5
COc1cc(C2C(C(C)=O)=C(O)C(=O)N2CCc2c[nH]c3ccccc23)ccc1O (stereo not drawn)
  -1.1, 7, -26, 8, -1, -2, 2, 2.4, 1
CCOC(=O)C1(Cc2cccc(F)c2)CCN(Cc2nc(CC)[nH]c2C)CC1
  -0.8, -112, 3, -22, -56, -2, -182, -0.4, -14
CCOC(=O)[C@]12CCC=C1N(Cc1ccc(Cl)cc1Cl)C(=O)[C@H](CC(=O)N1CCC(c3ccccc3)CC1)C2
  -0.1, x, 24, -6, 0, -2, 4, -0.7, 21
CC(C)(C)c1cc(NC(=O)c2c(F)cccc2Cl)n(-c2ccccc2)n1
  -0.2, 0, 4, 0, -8, -1, 6, 0.1, 8
CCCCC(c1nnnn1CC1CCCO1)N1CCN(c2ccccc2)CC1 (stereo not drawn)
  -0.4, 6, -8, 1, 19, -4, -6, -1.0, -9
O=S(=O)(c1ccc(Br)cc1)c1cnc2ccccc2n1
  -0.1, 2, -2, -14, 2, -5, 7, 0.2, 22
Fc1ccc(Cl)cc1/C=N/n1cnnc1SCc1ccccc1
  -0.6, -2, -2, 0, 1, -10, -12, -0.2, 15
COc1ccc(NC(=O)NNC(=O)C(C)Oc2ccc3ccccc3c2)cc1 (stereo not drawn)
  -0.2, -11, -4, 4, -9, -3, 13, 0.1, -2
COc1ccc(NS(=O)(=O)c2cccc(C(=O)NNC(=O)CNC(=O)c3cccc(C)c3)c2)cc1
  -0.1, 16, 8, 2, -15, -5, -7, 0.8, -2
CCOC(=O)c1c(/N=C/c2cccc(C)c2O)sc2c1CCN(C)C2
  -0.4, -7, -4, -2, -8, -4, 16, x, 2
O=C1c2oc3ccc(Br)cc3c(=O)c2C(c2cccc(F)c2)N1CCO (stereo not drawn)
  -0.3, 16, -3, 7, 3, -6, 6, 0.8, 20
CC1CCCCN1C(=O)Cn1cc(C=O)c2ccccc21 (stereo not drawn)
  -0.6, 2, 0, -1, 5, -2, 11, 0.1, -1
COc1ccc(-n2nc(C(=O)NCC(=O)Nc3cc(OC)ccc3OC)c3ccccc3c2=O)cc1
  0.1, -25, -15, 0, -2, -1, -4, 1.1, 9
CCCCOc1cccc(C(=O)N(Cc2ccccc2)C2CCS(=O)(=O)C2)c1 (stereo not drawn)
  -0.1, 0, 1, 0, 4, -1, 18, 1.9, 9
CC(C)Sc1nc(N)c2c3c(sc2n1)CN(C)CC3
  -0.6, -5, 13, -11, -17, -6, -45, 2.5, -5
Cc1nc2c(sc3nc4c(cc32)COC(C)(C)C4)c(=O)o1
  -0.8, 1, 9, 3, -2, -3, 13, -0.6, -7
O=C(CN1C(=O)NC2(CCCC2)C1=O)NCCN1C(=O)S/C(=C\c2ccccc2F)C1=O
  -0.6, 16, 9, -3, -7, -4, 10, 4.5, 3

2 successive records out of the list so far:
Each structure is followed by: Tb MetRS inh, PABP1 MLLE inh, SKN-1 block, MT1-MMP act inh, eLon inh, bovine MsrA act, CendR NRP1 mod, MsrA inhibitor, FAS-TE inh
Cc1nc2c(sc3nc4c(cc32)COC(C)(C)C4)c(=O)o1
  -0.8, 1, 9, 3, -2, -3, 13, -0.6, -7
O=C(CN1C(=O)NC2(CCCC2)C1=O)NCCN1C(=O)S/C(=C\c2ccccc2F)C1=O
  -0.6, 16, 9, -3, -7, -4, 10, 4.5, 3

More results:
Each structure is followed by: Tb MetRS inh, PABP1 MLLE inh, SKN-1 block, MT1-MMP act inh, eLon inh, bovine MsrA act, CendR NRP1 mod, MsrA inhibitor, FAS-TE inh
Cc1cc2c(cc1S(=O)(=O)Nc1ccc(F)cc1)n(C)c(=O)c(=O)n2C
  0.3, 2, -24, 6, -3, -2, -17, 0.9, 18
CCc1n(CC(O)COCc2ccccc2)c2ccccc2[n+]1C (stereo not drawn)
  -0.6, -124, -8, -5, -5, -4, -5, -0.8, -2
CC1(C(=O)NS(=O)(=O)C2CC2)CCCN(C(=O)c2cccs2)C1 (stereo not drawn)
  0.2, 1, 18, -2, -11, 1, -7, -0.9, -7
Cc1ccccc1NC(=O)CSc1nc2ccc(Nc3nc(N4CCOCC4)nc(N4CCOCC4)n3)cc2s1
  -0.1, -13, 17, 3, -1, 0, 7, -0.9, 1

Single records (already shown). Order of screens: Tb MetRS inh, PABP1 MLLE inh, SKN-1 block, MT1-MMP act inh, eLon inh, bovine MsrA act, CendR NRP1 mod, MsrA inhibitor, FAS-TE inh
CCc1n(CC(O)COCc2ccccc2)c2ccccc2[n+]1C (stereo not drawn) reads -0.6, -124, -8, -5, -5, -4, -5, -0.8, -2
Cc1ccccc1NC(=O)CSc1nc2ccc(Nc3nc(N4CCOCC4)nc(N4CCOCC4)n3)cc2s1 reads -0.1, -13, 17, 3, -1, 0, 7, -0.9, 1
